# LGR2 inh: inhibitors of bursicon-induced Drosophila LGR2 receptor cAMP signaling; AID 720647; inhibition, % at 9.99 µM; hit rate 0.35% among 380,000; HEK293 LGR2, CRE-luciferase, bursicon-stimulated, 4 h;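 active = drop in luminescence signal, shown as inhibition above about 50% in the replicate tests, limit read from the data, passing the limit was not always enough; inconclusive = probably only some replicates passing the limit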;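 also: agonist challenge used bursicon conditioned medium at about half maximal strength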
# FN deposit inh: fibronectin deposition inhibition; AID 743247; inhibition, % at 12.6 µM; hit rate 0.086% among 350,000; AH1F fibroblasts, Alexa488-fibronectin deposition fluorescence, overnight;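 active = mean inhibition across replicates of 30% or more, regardless of how many single replicates reach that level; inconclusive = mean under 30% yet at least half of replicates reach 30%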;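 also: positive control wells lacked labelled fibronectin entirely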
#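 Assay system: AH1F fibroblast monolayer, labelled fibronectin deposition. Amount: 10000 cells per well. Also added: labelled fibronectin 24 nM. Compound: single-point pinned compound. Incubation: cell attachment 1 h, compound and FN exposure overnight. Detection: fluorescence after three HBSS washes, excitation 485 nm, emission 525 nm. Read-out: inhibition of fibronectin deposition signal.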
# miR-122 sensor: blocks miR-122 activity in Huh7 sensor cells; Huh7 miR-122 Renilla luciferase sensor, 48 h; neutral wells = 0, positive control = 100; activation (reporter increase), % at 12.5 µM; hit rate 0.3% among 340,000;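 active = mean replicate activation score at least 90 and every replicate individually at or above 90; inconclusive = only one of the two criteria met; inactive = neither criterion met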;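 also: higher luciferase means less miR-122 activity so hits act as miR-122 inhibitors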
# PGC1a acetyl inh: modulators of PGC1a acetylation | U2OS PGC1a acetylation, AlphaScreen anti-acetyl-lysine; with virally co-expressed GCN5 acetyltransferase | inhibition, % at 15.6 µM | hit rate 0.17% among 350,000 | AID 651687;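 active = every replicate shows inhibition of at least 40%; inconclusive = mean inhibition at least 40% but some replicate below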;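 also: 0% = neutral control wells and 100% = positive control wells; some results beyond the cut were filed as inactive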
# EWS-Fli inh: blocks EWS/Fli oncoprotein-driven transcription | inhibition, % at 12.6 µM | A673 NR0B1-luciferase reporter, viability-normalised | hit rate 0.67% among 350,000;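 active = mean inhibition of at least 50% after viability correction, with every replicate also passing that limit; inconclusive = mean reaches 50% but only one of two replicates passes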;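 also: firefly luciferase signal divided by Alamar Blue viability fluorescence both relative to DMSO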
# Cneo AK release: Cryptococcus neoformans lysis via adenylate kinase release. C. neoformans lysis, adenylate kinase release luminescence, 4 h; normalised: neutral wells 0, clomiphene wells 100. lysis activity, % at 15 µM. hit rate 0.2% among 360,000;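 active = mean lysis activity across replicates of at least 80%, whatever share of replicates individually reach that level; inactive = mean lysis activity below 80%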
#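 Material – log-phase Cryptococcus neoformans yeast cells · Input – 5 × 10^6 yeast cells/mL · Medium – fresh YPD growth medium · Doses – single compound concentration per well · Timing – static 4 h at 37 °C with compound, 1 h detection · Detection – adenylate kinase release luminescence · Read-out – signal increase indicating cell lysis · Control set – Clomiphene as positive lysis control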
# PAX8 reporter: lowers PAX8-driven luciferase in RMG-I cells; RMG-I TPO-luciferase reporter, SteadyGlo, 24 h; AID 652154; inhibition, % at 12.6 µM; hit rate 1.2% among 360,000;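 active = mean replicate inhibition at least 60% with every replicate also reaching 60%; inconclusive = only one of the two criteria is met; inactive = mean below 60% and not all replicates reaching 60%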;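 also: luciferase light reporting Pax8 driven TPO promoter activity; plate controls were median of neutral control wells for no effect and mitoxantrone controls for full effect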
# CASP6 VEID inh: inhibitors of human caspase-6. inhibition, % at 12.5 µM. AID 686996. hit rate 0.53% among 350,000. P55212. purified caspase-6, Z-VEID-R110 cleavage fluorescence;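 active = mean inhibition across replicates at least about 35%, with every replicate also reaching that limit, limit read from the data; inconclusive = only one of the two criteria met; inactive = neither criterion met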;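 also: 0% = median of neutral control wells and 100% = no fluorescence left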
# Target sequence (P55212 24-179 limits assumed): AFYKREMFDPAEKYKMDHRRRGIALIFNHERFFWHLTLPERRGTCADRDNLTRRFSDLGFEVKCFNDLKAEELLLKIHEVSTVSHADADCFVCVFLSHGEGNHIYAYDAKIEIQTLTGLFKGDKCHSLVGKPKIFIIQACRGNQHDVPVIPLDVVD
# Target sequence (P55212 194-293 limits assumed): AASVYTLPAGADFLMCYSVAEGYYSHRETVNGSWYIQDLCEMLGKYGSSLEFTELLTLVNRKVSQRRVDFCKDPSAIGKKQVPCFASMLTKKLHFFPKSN
# Active calls of the source: *; ? = inconclusive; nt = no result given; & = joins results of further samples; [ ] = remark or other dose.
SMILES,LGR2 inh,FN deposit inh,miR-122 sensor,PGC1a acetyl inh,EWS-Fli inh,Cneo AK release,PAX8 reporter,CASP6 VEID inh
Cc1ccc(Sc2ncccc2C(=O)NCC(c2ccc(F)cc2)N2CCOCC2)cc1C (configuration not stated),-10,14,-5,-9,-4,-2,-4,2
Cc1ccc(S(=O)(=O)N2CCN(C(=O)COC(=O)CCOc3ccccc3)CC2)c(C)c1,-1,8,1,10,5,0,-14,12
Cn1cnnc1SCc1ccccc1Br,0,nt,-2,-5,nt,-1,nt,nt
Cc1csc2nc(NC(=O)c3ccccc3)sc(=O)c12,nt,-2,2,9,-5,-2,6,3
NC(=O)COc1ccc(NS(=O)(=O)Cc2ccccc2)cc1,13,2,-1,nt,-7,0,-2,0
COc1ccc(NC(=O)N2C[C@@H](O)COC[C@@H]3O[C@H](CC(=O)N4CCN(C)CC4)CC[C@H]32)cc1,13,-9,3[16.7 µM],-4,-6,-2,-18,1
Cn1cnc2c(=O)[nH]cc([N+](=O)[O-])c21,11,5,nt,nt,-1,nt,11,15
CC(C)c1ccc(NC(=O)C(c2ccccc2)N(C)C(=O)CCc2c[nH]c3ccccc23)cc1 (configuration not stated),-6,-5,nt,nt,11,2,24,2
COc1ccc(OC)c(C(=O)CN2C(=O)NC(C)(c3ccccc3)C2=O)c1 (configuration not stated),nt,-3,11,9,nt,-1,2,nt
COc1ccc(S(=O)(=O)Nc2ccc3c(c2)C(=O)N([C@H](C)CO)C[C@H](C)[C@@H](CN(C)C(=O)NC(C)C)O3)cc1,2&9,2,-2[16.7 µM],-6&-3,-5&0,0,-13,0
Cc1cnc(C(=O)OCC(=O)C23CC4CC(CC(C4)C2)C3)cn1,7,5,nt,nt,3,4,nt,-1
CCCCCCC1CC(CCc2nc(=S)[nH][nH]2)C(=O)O1 (configuration not stated),2,3,-2,nt,nt,1,7,nt
COc1ccc2c(c1)c1ncn(CCN3CCCC3)c(=O)c1n2C,nt,-15,-5,14,nt,0,nt,nt
C/C=C/c1ccc2c(c1)O[C@@H](CN(C)CC1CC1)[C@@H](C)CN([C@@H](C)CO)S2(=O)=O,-7,-21,-4[16.7 µM],11,1,nt,nt,nt
CC(C)Sc1nnc(NC(=O)C2CC2)s1,-19,-1,0,6,-33,0,-40,-2
Cc1cccnc1NC(=O)c1cccc(S(=O)(=O)NCc2ccccc2)c1,-10,4,30,nt,-2,nt,-8,2
O=C(Cn1c(Cn2c(-c3cnccn3)nc3ccccc32)nc2ccccc21)c1ccc(OC(F)(F)F)cc1,10,-7,nt,nt,8,nt,31,-1
Cn1c2ccccc2c(=O)c2c(O)cccc21,-14,12,2,-9,-24,nt,-13,-4
CN(N)C(=S)Nc1ccc(Cl)cc1,4,nt,4,-34,-1,nt,10,-1
CCCCNS(=O)(=O)c1ccc2nc(-c3cccnc3)cc(C(=O)NC(C)C)c2c1,-16,2,69,-3,3,-2,6,-3
C1=C(c2cn(-c3nc4ccccc4s3)nn2)CCCC1,41,-7,nt,nt,-13,nt,-22,0
Cc1cccc(Oc2cnn(C(C)(C)C)c(=O)c2Cl)c1,nt,-5,-8,1,nt,0,10,nt
O=C1CC(C(F)(F)C(F)(F)C(F)(F)C(F)(F)F)=Nc2ccccc2N1,18,nt,-8,0,nt,2,nt,nt
CC/C(=N/N=C(\CC)c1ccccc1)c1ccccc1,nt,2,nt,nt,7,nt,-9,0
COc1cc(CN2CC3(CN(S(=O)(=O)c4cn(C)cn4)C3)c3c(n(C)c4cc(OC)ccc34)[C@H]2CO)cc(OC)c1,-15,nt,nt,-7,10,nt,nt,0
Cc1nn(Cc2ccc(Cl)c(Cl)c2)c(C)c1NC(=O)c1sc2ccccc2c1Cl,nt,5,-32,-9,nt,4,4,nt
CC12CC(NC(=O)N1CCc1ccccc1)c1cc(Cl)ccc1O2 (configuration not stated),16,nt,0,-12,nt,2,nt,nt
Cc1ccc(C(CNS(=O)(=O)c2ccc([N+](=O)[O-])cc2)N2CCN(C)CC2)cc1 (configuration not stated),10,4,nt,nt,-2,-1,7,-3
COc1ccc(-c2c(-c3ccccc3)n(C)c3ccccc23)cc1,nt,-1,-5,-27,-1,0,-4,-1
CCOC(=O)c1nsnc1NCCSC(=N)N,-2,3,3,-3,-3,nt,-9,-1
COc1ccc(CN([C@H](CO)CC(C)C)S(=O)(=O)N(Cc2ccccc2)[C@H](CO)CC(C)C)cc1,?,5,28,-33,9,-2,57,3
Cc1cc(S(=O)(=O)N2CCCC2)ccc1OCC(=O)Nc1ccccc1,6,nt,-1,7,nt,0,-1,4
COc1ccc(NC(=O)N(C)C[C@H]2OCCCC[C@H](C)Oc3ccc(NC(=O)NC(C)C)cc3C(=O)N([C@@H](C)CO)C[C@H]2C)cc1,-9,nt,6[16.7 µM],5,-3,1,0,0
COc1ccc(OCC(=O)Nc2cc(C)c(Cl)cc2OC)c([N+](=O)[O-])c1,-22,-2,-6,nt,nt,-2,-35,nt
O=C(Nc1cccc([N+](=O)[O-])c1)NC1CCCCCCC1,-61,4,1,5,-96,-10,-130,-1
Cc1cc(N2CCN(C)CC2)nc2ccc(NC(=O)CCC(=O)NCCc3ccc(Cl)cc3)cc12,-9,-1,nt,-3,-16,-1,14,-12
COc1cc(/C=C2\SC(=S)N(c3cccnc3)C2=O)ccc1O,20,5,nt,nt,17,nt,6,3
CC1(C(=O)Nc2ccc3c(c2)OCO3)CCN1C(=O)Cc1ccc(-c2ccccc2)cc1 (configuration not stated),-7,-6,0,-7,10,0,-2,-2
CCCC1(CCC)C(=O)NC(=NCCc2ccc(OC)c(OC)c2)NC1=O,-11,8,-2,4,2,1,17,2
Cc1ccc(C(=O)O)cc1NC(=S)NCCc1ccccc1,10,-1,nt,nt,6,12,2,7

# Laid out differently: 2 of the compounds above.
COc1ccc(NC(=O)N(C)C[C@H]2OCCCC[C@H](C)Oc3ccc(NC(=O)NC(C)C)cc3C(=O)N([C@@H](C)CO)C[C@H]2C)cc1
  LGR2 inh: -9	FN deposit inh: nt	miR-122 sensor: 6[16.7 µM]	PGC1a acetyl inh: 5	EWS-Fli inh: -3	Cneo AK release: 1	PAX8 reporter: 0	CASP6 VEID inh: 0

COc1ccc(OCC(=O)Nc2cc(C)c(Cl)cc2OC)c([N+](=O)[O-])c1
  LGR2 inh: -22	FN deposit inh: -2	miR-122 sensor: -6	PGC1a acetyl inh: nt	EWS-Fli inh: nt	Cneo AK release: -2	PAX8 reporter: -35	CASP6 VEID inh: nt

# Taken from the listing, 5 compounds:
SMILES,LGR2 inh,FN deposit inh,miR-122 sensor,PGC1a acetyl inh,EWS-Fli inh,Cneo AK release,PAX8 reporter,CASP6 VEID inh
COc1ccc(CN([C@H](CO)CC(C)C)S(=O)(=O)N(Cc2ccccc2)[C@H](CO)CC(C)C)cc1,?,5,28,-33,9,-2,57,3
Cc1cc(S(=O)(=O)N2CCCC2)ccc1OCC(=O)Nc1ccccc1,6,nt,-1,7,nt,0,-1,4
COc1ccc(NC(=O)N(C)C[C@H]2OCCCC[C@H](C)Oc3ccc(NC(=O)NC(C)C)cc3C(=O)N([C@@H](C)CO)C[C@H]2C)cc1,-9,nt,6[16.7 µM],5,-3,1,0,0
COc1ccc(OCC(=O)Nc2cc(C)c(Cl)cc2OC)c([N+](=O)[O-])c1,-22,-2,-6,nt,nt,-2,-35,nt
O=C(Nc1cccc([N+](=O)[O-])c1)NC1CCCCCCC1,-61,4,1,5,-96,-10,-130,-1

# (listing goes on)
SMILES,LGR2 inh,FN deposit inh,miR-122 sensor,PGC1a acetyl inh,EWS-Fli inh,Cneo AK release,PAX8 reporter,CASP6 VEID inh
O=C(NN=C1CCCC1)C(=O)Nc1cccc(C(F)(F)F)c1,-30,nt,56,4,nt,0,nt,nt
CCOc1cc(NCCN2CCOCC2)c([N+](=O)[O-])cc1OCC,11,0,nt,nt,-2,-1,19,1
COc1cccc(-c2cccc(-c3nc(C(=O)N(C)C)cc4c3[C@H](CCO)N([S@@](=O)C(C)(C)C)C4)c2)c1,-7,-16,nt,2,-1,-11,41,-3
O=C(/C=C/c1ccccc1)NC(=S)Nc1ccccc1,-19,1,nt,nt,-20,5,-1,0
CCOC(=O)Nc1ccc(S(=O)(=O)NCc2ccccc2)cc1,-2,nt,22,8,17,0,nt,4
O=C(NCCN1CCOCC1)Nc1ccc(Cl)cc1Cl,-21,-1,-4,0,nt,0,nt,nt
CSc1ncccc1C(=O)Nc1nc2ccc(S(C)(=O)=O)cc2s1,-7,-2,-6,0,-23,-1,-52,-3
O=C(CC1S/C(=N/N=C/c2c[nH]c3ccccc23)NC1=O)Nc1ccccc1 (configuration not stated),1,7,nt,?,-16,nt,-5,-1
CC(=O)Oc1cccc(C2C3=C(CC(C)(C)CC3=O)Nc3ccccc3N2C(C)=O)c1 (configuration not stated),14,15,-12,8,26,-2,5,3
Cc1ccc(Nc2cc(=O)n(C)c(=O)[nH]2)cc1C,24,3,7,nt,-7,0,-5,-4
COc1ccc(S(=O)(=O)Nc2ccc3c(c2)C(=O)N([C@@H](C)CO)C[C@@H](C)[C@H](CN(C)Cc2ccc4c(c2)OCO4)OCCCC[C@@H](C)O3)cc1,10,-5,-11[16.7 µM],-6,-8,-1,2,-1
CN1CCN(C(=O)C2CCCN(S(=O)(=O)c3ccccc3)C2)CC1 (configuration not stated),3,2,7,3,nt,-2,1,-4
Cc1cc(C)c2c(c1)CC(C)(C)CC2=O,-8,-4,3,1,8,1,0,2
C[C@H]1CN([C@@H](C)CO)C(=O)Cc2cc(NC(=O)Nc3ccc(C(F)(F)F)cc3)ccc2O[C@@H]1CN(C)Cc1ccc(Oc2ccccc2)cc1,8,nt,-2[16.7 µM],-5,-8,-3,-20,nt
CC1O[C@@H](OC2C(COC3OC(CO)C(O)[C@H](O)C3O)OC(OC3CC[C@]4(C)C(CC[C@@]5(C)[C@@H]4CC=C4[C@@H]6CC(C)(C)CC[C@]6(CO)C(O)C[C@]45C)C3(C)C)C(O)C2O)C(O)C(O)C1O (some centres not stated),1,-10,nt,nt,-6,3,8,0
COc1ccc(NC(=O)CSCC(=O)Nc2nnc(C3CC3)s2)cc1,-12,6,1,6,-3,1,6,-9
C=CCOc1ccc(/C=N/NC(=O)CN2CCCCC2)cc1OC,-16,-3,7,3,6,0,-4,-3
CC(=O)NS(=O)(=O)c1ccc(NC(=O)NC2CCCCC2)cc1,nt,-7,-1,0,nt,1,6,nt
Cc1ccc(S(=O)(=O)Nc2ccc3c(c2)C(=O)N([C@@H](C)CO)C[C@H](C)[C@@H](CN(C)C(=O)Nc2ccc4c(c2)OCO4)OCCCC[C@H](C)O3)cc1,-6,-7,8[16.7 µM],1,7,-2,3,1
CCC(=O)Nc1ccc2c(c1)OC[C@@H](C)N(Cc1ccccc1OC)C[C@@H](C)[C@H](OC)CN(C)C2=O,-23,1,nt,4,0,52,-20,-3
CON(C)S(=O)(=O)c1cccc(C(=O)NC2CCSc3ccccc32)c1 (configuration not stated),-8,-3,0,-13,-9,-4,5,-1
Cc1ccccc1CN1CCN(C(=O)[C@H]2O[C@@H](n3cnc(C(N)=O)n3)[C@H](O)[C@@H]2O)CC1,9,4,nt,nt,-10,nt,0,-6
